Rin1 Abl inh – inhibitors of Rin1-Abl protein binding, primary screen, biochemical, TR-FRET; inhibition, % at 7.35 µM; Tyrosine-protein kinase ABL1 (Homo sapiens) + Ras and Rab interactor 1 (Homo sapiens), …; AID 588664, 2011; actives 0.4% (n = 360,000); in the data active = inhibition above about 5%, passing the limit was not always enough
PABP1 MLLE inh – inhibitors of PABP1 MLLE–PAM2 peptide binding, primary screen, biochemical, fluorescence polarization, FITC-PAM2, GST-MLLE | actives 0.36% (n = 360,000) | AID 588489, 2011 | inhibition, % at 20 µM | Polyadenylate-binding protein 1 (Homo sapiens), P11940; in the data active = inhibition above about 35%, passing the limit was not always enough;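 note: plate controls were DMSO wells with GST-MLLE for no effect and wells lacking GST-MLLE protein for full effect; some results filed as inactive read as strong as hits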
Rpn11 block – Rpn11 (PSMD14) deubiquitinase inhibitors, primary screen, biochemical, fluorescence polarization, uHTS | calls only at 20 µM | human 26S proteasome, Ub4-pepOG fluorescence polarization; 20S core pre-blocked with epoxomicin | 26S proteasome non-ATPase regulatory subunit 14 (Homo sapiens), O00487 | actives 0.59% (n = 360,000) | AID 588493, 2011;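 active = inhibition at 20 µM, scaled to each plate's controls, above about 33%, limit read from the data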
Target sequence (O00487 whole entry, looked up): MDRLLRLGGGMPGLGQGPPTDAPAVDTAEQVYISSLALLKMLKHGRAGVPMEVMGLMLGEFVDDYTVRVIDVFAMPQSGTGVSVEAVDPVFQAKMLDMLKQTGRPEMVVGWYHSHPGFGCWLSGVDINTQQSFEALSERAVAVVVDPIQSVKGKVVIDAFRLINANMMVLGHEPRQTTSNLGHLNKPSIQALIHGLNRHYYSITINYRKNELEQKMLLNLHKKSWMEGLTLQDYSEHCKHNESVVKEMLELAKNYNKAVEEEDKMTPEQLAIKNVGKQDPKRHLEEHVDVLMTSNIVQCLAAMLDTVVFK
MT1-MMP act inh – blockers of MT1-MMP proenzyme processing, primary screen, HT1080 RFP-PRO-GFP cells, GFP/RFP fluorescence; GFP/RFP ratio change, % at 20 µM; actives 0.061% (n = 360,000); GFP/RFP ratio fluorescence, overnight; percent of plate control window, DMSO zero; Matrix metalloproteinase-14 (Homo sapiens), P50281;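 active = GFP/RFP ratio change of at least 30% with cell ATP level not reduced by more than half and red fluorescence within 50% of control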; note: strong numbers were not always called active
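Assay system: HT1080 RFP-PRO-GFP cells | Dosing: 20 µM single dose, 1% DMSO | Incubation: Cells overnight before dosing, compound overnight, 37 °C, 5% CO2 | Evaluation: GFP/RFP fluorescence ratio | Control set: DMSO-only wells and HT1080 RFP-L50D-GFP cell wells as references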
E coli Lon inh – inhibitors of E. coli Lon protease, primary screen, biochemical, fluorescence polarization; P0A9M0; purified E. coli Lon protease; inhibition, % at 7.94 µM; actives 0.42% (n = 360,000); AID 602123, 2011; in the data active = inhibition above about 13%, passing the limit was not always enough;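 note: 0% = enzyme with probe and DMSO and 100% = no enzyme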
Target sequence (P0A9M0 whole entry, looked up): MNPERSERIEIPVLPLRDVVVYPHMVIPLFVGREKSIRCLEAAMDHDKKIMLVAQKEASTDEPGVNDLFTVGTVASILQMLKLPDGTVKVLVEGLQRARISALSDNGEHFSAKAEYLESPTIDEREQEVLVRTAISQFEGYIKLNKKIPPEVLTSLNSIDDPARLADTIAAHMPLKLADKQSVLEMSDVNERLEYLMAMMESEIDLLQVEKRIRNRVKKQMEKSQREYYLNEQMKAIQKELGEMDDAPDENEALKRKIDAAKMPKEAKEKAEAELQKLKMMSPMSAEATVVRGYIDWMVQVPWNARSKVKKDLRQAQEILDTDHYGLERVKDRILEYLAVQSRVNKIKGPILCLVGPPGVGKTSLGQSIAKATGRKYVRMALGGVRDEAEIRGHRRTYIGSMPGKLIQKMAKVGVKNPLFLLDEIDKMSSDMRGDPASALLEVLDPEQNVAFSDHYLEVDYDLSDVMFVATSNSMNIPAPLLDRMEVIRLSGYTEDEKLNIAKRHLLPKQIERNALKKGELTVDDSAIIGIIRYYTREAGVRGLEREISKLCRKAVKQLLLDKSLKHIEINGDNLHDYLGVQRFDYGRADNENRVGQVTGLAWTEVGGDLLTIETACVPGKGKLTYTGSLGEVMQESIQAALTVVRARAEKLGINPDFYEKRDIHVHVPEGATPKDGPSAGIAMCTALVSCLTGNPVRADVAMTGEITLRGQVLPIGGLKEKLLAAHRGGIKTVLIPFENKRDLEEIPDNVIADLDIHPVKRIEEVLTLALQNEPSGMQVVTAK
FAS TE block – FAS thioesterase domain inhibitors, primary screen, biochemical, fluorescence intensity, uHTS | Fatty acid synthase (Homo sapiens), P49327 | recombinant FAS-TE, OMFH fluorogenic substrate, fluorescence endpoint | inhibition, % at 15 µM | actives 0.67% (n = 360,000) | AID 602261, 2012;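 active = compounds whose normalised, plate-corrected inhibition of enzyme fluorescence in the single-dose primary screen is 50% or more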;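 note: 0% = DMSO with enzyme and 100% = substrate without enzyme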
MsrA act – bovine MsrA enzyme activators, primary screen, biochemical, absorbance, HTS | Methionine sulfoxide reductase A (Bos taurus) | purified bovine MsrA, absorbance read-out | activation, % at 10.6 µM | actives 0.3% (n = 360,000); in the data active = activation above about 7.5%;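 note: 0% = vehicle and 100% = reference activator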
CSN inh – inhibitors of CSN-mediated cullin deneddylation, primary screen, biochemical, fluorescence polarization, uHTS; actives 0.38% (n = 360,000); Purified CSN, SCF-Nedd8-OG deneddylation; COP9 signalosome complex subunit 5 (Homo sapiens), Q92905; inhibition, % at 12.5 µM;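 active = pattern-corrected inhibition above about 35%, with an unprinted fluorescence ratio check between 0.5 and 1.5, limit read from the data, passing the limit was not always enough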;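 note: 0% = enzyme with substrate and 100% = substrate without enzyme; some results filed as inactive read as strong as hits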
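Assay system: purified human Csn5 enzyme expressed in HEK293T cells; measure: % inhibition; also added: SCFSkp2-Nedd8OG substrate at 10 nM final; technique: fluorescence polarization; times: reaction 90 min, room temperature; medium: Tris buffer pH 7.5, NaCl, DTT, Tween-20, trehalose, ovalbumin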
MsrA inh – bovine MsrA enzyme inhibitors, primary screen, biochemical, absorbance, HTS; Methionine sulfoxide reductase A (Bos taurus); purified bovine MsrA, absorbance read-out; inhibition, % at 15.5 µM; actives 0.75% (n = 360,000); AID 651718, 2012; in the data active = inhibition above about 4.5%;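 note: 0% = vehicle wells with enzyme and 100% = reference inhibitor wells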
Numbers without * were called inactive; i = inactive; · = not tested or not shown.

The first two entries (preview)
SMILES | Rin1 Abl inh | PABP1 MLLE inh | Rpn11 block | MT1-MMP act inh | E coli Lon inh | FAS TE block | MsrA act | CSN inh | MsrA inh
Cc1ccc(C(=O)NC(=S)Nc2ccc3[nH]c(=O)[nH]c3c2)c(C)c1 | 0 | 38* | i | -1 | -9 | -4 | 0 | 1 | 0.5
COc1cc(NC(=O)C2Cc3ccccc3CN2S(C)(=O)=O)cc(OC)c1 (stereo not given) | 1 | 10 | i | -2 | -7 | 0 | -8 | 6 | -0.1

All compounds of this part, repeating the preview:
SMILES | Rin1 Abl inh | PABP1 MLLE inh | Rpn11 block | MT1-MMP act inh | E coli Lon inh | FAS TE block | MsrA act | CSN inh | MsrA inh
Cc1ccc(C(=O)NC(=S)Nc2ccc3[nH]c(=O)[nH]c3c2)c(C)c1 | 0 | 38* | i | -1 | -9 | -4 | 0 | 1 | 0.5
COc1cc(NC(=O)C2Cc3ccccc3CN2S(C)(=O)=O)cc(OC)c1 (stereo not given) | 1 | 10 | i | -2 | -7 | 0 | -8 | 6 | -0.1
Cc1cnc(C(=O)OCc2ccc(Br)cc2F)cn1 | 2 | -2 | i | 1 | -3 | 1 | 0 | -5 | 0.5
CCOC(=O)N1CCN(c2c(F)cc3[nH]c(=S)[nH]c3c2Br)CC1 | 0 | 1 | i | -5 | 2 | 5 | 12* | 6 | 1.2
CCCCOC(=O)CSCC(=O)N1N=C(c2cccs2)CC1c1ccc(F)cc1 (stereo not given) | -1 | 28 | i | -5 | 2 | 41 | -4 | -12 | 0.4
O=C(c1c[nH]c(C(=O)C(Cl)(Cl)Cl)c1)c1ccccc1Br | 6 | 10 | i | -1 | -6 | 10 | -6 | 14 | 2.4
Cc1ccc(NC(=O)CCn2cnc3ccccc3c2=O)c(C)c1 | -2 | -15 | i | -2 | 0 | -3 | -9 | -9 | 0.2
COc1cccc(C=NNc2nc3ccccc3s2)c1OC | 3 | 0 | i | 4 | 1 | -5 | -2 | -2 | -0.2
CCN1C(N(C)C)=NC[C@@H]1Cc1ccccc1 | 0 | 7 | i | 3 | -5 | -3 | -1 | -1 | -1.5
NS(=O)(=O)c1ccc(CCNC(=O)c2cccc(S(=O)(=O)N3CCc4ccccc43)c2)cc1 | 2 | 11 | i | -5 | -4 | 2 | 0 | 2 | -0.9
COc1ccccc1NC(=O)C12CC3CC(C1)CC(c1ccc(C)cc1)(C3)C2 | 0 | -4 | i | -2 | -8 | 24 | -10 | -1 | 0.8
O=C(Nc1cc(Cl)ccc1N1CCOCC1)c1ccc(=O)[nH]c1 | 0 | -19 | i | -1 | 7 | -4 | -12 | 4 | 0.8
Cc1ccc(S(=O)(=O)NC(CC(C)C)C(=O)N2CCN(C/C=C/c3ccccc3)CC2)cc1 (stereo not given) | 0 | -2 | i | -6 | 8 | 15 | -1 | -4 | -0.5
Cc1[nH]c2ccccc2c1C1=CC(=O)C=CC1=O | 1 | 31 | i | 3 | 5 | 0 | -9 | -1 | -0.8
CCN1CCN(C(=O)c2[nH]c3ccc(OC)cc3c2C)CC1 | 2 | 2 | i | 7 | 0 | -5 | -1 | -1 | -0.2
Cc1ccc(C)c(OCCC(=O)OCC(=O)Nc2cccnc2Cl)c1 | 3 | -5 | i | -2 | -2 | 0 | -4 | -3 | 1.4
CC(Oc1ccc(F)cc1)C(=O)Nc1sc2c(c1C(=O)NCc1cccnc1)CCCC2 (stereo not given) | -1 | -10 | i | -6 | 7 | 20 | -1 | 5 | 0.1
N#Cc1ccsc1NC(=O)CN(Cc1ccccc1)Cc1ccccc1 | 2 | -13 | i | -4 | -8 | 26 | -5 | -11 | 0.7
O=C(Cn1nnc(-c2ccccc2)n1)NNC(=O)c1ccc(Br)cc1 | 7 | 9 | i | -1 | 4 | -1 | -3 | -6 | -0.4
CCOc1ccc2nc(S(=O)(=O)NC(=O)C3(C)CCN3C(=O)CCc3cccs3)sc2c1 (stereo not given) | -11 | 1 | i | -3 | -8 | -3 | 0 | -4 | -1.2
CCN1C(=O)c2ccccc2Sc2ccc(C(=O)NC(C)C)cc21 | 0 | -12 | i | 0 | 2 | -2 | 2 | -1 | -0.5
CCCCNC(=S)Nc1ccc(Cl)cc1 | 1 | -38 | i | 0 | -9 | -5 | -3 | -17 | -0.6
O=C(CCNS(=O)(=O)c1ccc(Br)cc1)NC1CCCCC1 | -1 | 13 | i | 4 | -1 | -6 | -11 | -1 | 0.5
O=C(O)c1ccc(-n2c(-c3ccc(Br)cc3)n[nH]c2=S)cc1 | -6 | -5 | i | 2 | -8 | -8 | 5 | 0 | ·
CCN(CC(=O)Nc1cc(Cl)cc(Cl)c1)CC(=O)NC1CCS(=O)(=O)C1 (stereo not given) | 2 | 3 | i | -1 | 0 | -1 | -3 | 0 | 1.1
O=C(Cn1cnc([N+](=O)[O-])c1)c1ccc(F)cc1 | 1 | -19 | i | -1 | -4 | -2 | -3 | 0 | 1.2
COC(=O)CSc1nnc2n(C3CCCCC3)c(=O)c3c4c(sc3n12)CCCC4 | 2 | -72 | i | 17 | 2 | 25 | -3 | 8 | -0.2
O=C(CCCN1C(=O)S/C(=C\C=C\c2ccccc2)C1=O)Nc1ccc(C(=O)O)cc1 | 2 | 5 | i | -1 | -17 | 26 | -4 | 10 | 2.2
O=C(NC(c1ccccc1)c1ccsc1)C1CCN(Cc2ccccc2)CC1 (stereo not given) | 1 | -9 | i | 2 | 7 | -8 | -7 | -3 | 2.0
O=C(NCCS(=O)(=O)NCc1ccccc1Cl)c1ccc2c(c1)OCO2 | -2 | 1 | i | -1 | 4 | -3 | -3 | -2 | 0.2
O=C(COc1ccc(Cl)cc1)N(Cc1ccccc1)c1ccccn1 | 2 | 2 | i | -1 | -7 | 15 | -3 | -4 | -0.1
Cc1cc(F)ccc1NCC(=O)Nc1ccccc1Br | 4 | -2 | i | 0 | -2 | 0 | -13 | -14 | -0.4
Cc1nc2c(Br)c(C)nn2c2c1CCC2 | -5 | 5 | i | 1 | 5 | -1 | -5 | -5 | 0.1
O=C(NCC(=O)N1CCCCCC1)c1ccc(OC(F)F)cc1 | 2 | -9 | i | 1 | -2 | -5 | -6 | -6 | -0.2
Cn1cccc1C(=O)C(=O)Nc1ccccc1 | -1 | 1 | i | 6 | -2 | -8 | -6 | 1 | 2.4
CCC(C)(C)NC(=O)C(c1ccc(OC)cc1)N(C(=O)CCC(=O)Nc1cc(C)on1)c1cc(OC)ccc1OC (stereo not given) | 0 | -5 | i | -7 | 0 | -1 | -2 | -1 | 1.0
COc1ccc(-n2nc(C(=O)NCC(=O)N3CCN(C)CC3)c3ccccc3c2=O)cc1 | 1 | 4 | i | 4 | 7 | -4 | 0 | -8 | 0.4
Cc1cc(C)n(C(=O)c2ccc(S(=O)(=O)NCC3CCCO3)cc2)n1 (stereo not given) | 5 | 13 | i | 4 | -6 | 0 | -5 | 2 | -1.0
O=C(O)/C=C/C(=O)Nc1cccc2c1-c1ccccc1C2=O | -1 | 0 | i | 4 | 0 | -5 | -4 | -3 | 1.8
CCNc1nc(NCC)nc(N(C#N)CCOc2ccccc2)n1 | 0 | 16 | i | -7 | -5 | 1 | -1 | 2 | -1.0
Cc1ccc(S(=O)(=O)N2CCN(C(=O)Cc3ccsc3)CC2)c(C)c1 | 2 | -9 | i | -1 | 4 | 1 | -4 | -1 | -1.5
CNC(C)C#Cc1ccc2sc3cccc(OC)c3c(=O)c2c1 (stereo not given) | 3 | -14 | i | -1 | -4 | -6 | -6 | 6 | 0.8
Cc1cc(NC(=O)C(=O)NCCN2CCN(S(C)(=O)=O)CC2)ccc1Br | 0 | 5 | i | 8 | 2 | 2 | 6 | -4 | 0.4
CC(=NNC(=O)C(C)SC(C)C(=O)NN=C(C)c1cccnc1)c1cccnc1 (stereo not given) | -4 | 16 | i | 1 | -15 | -9 | 1 | 0 | -0.2
COc1ccc(N2C(=O)CC(NNC(=O)c3ccco3)C2=O)cc1 (stereo not given) | 0 | 7 | i | -1 | 0 | -11 | -8 | 0 | -0.5
Cc1cccc(CS(=O)(=O)c2ncc(CO)n2C)c1 | 5 | 9 | i | -3 | 1 | -4 | -2 | -3 | -0.3
C[C@@H]1CN([C@H](C)CO)C(=O)c2cc(C#CC3CCCCC3)cnc2O[C@H]1CN(C)Cc1cccnc1 | 0 | -98 | i | 2 | 1 | -5 | -6 | 1 | 1.8
C[C@@H]1CC[C@]2(C(=O)O)CC[C@]3(C)C(=CCC4[C@@]5(C)CC[C@H](O)[C@@](C)(C(=O)O)C5CC[C@]43C)C2[C@]1(C)O (stereo not given in full) | 3 | -3 | i | 0 | -20 | -10 | -6 | 3 | 0.0
Cc1cc2oc(C(=O)N3CCN(Cc4ccccc4)CC3)c(C)c2cc1C | -2 | -4 | i | 2 | 5 | 27 | 1 | 2 | -1.0
CCC(C(=O)O)N1C(=O)c2ccccc2C1=O (stereo not given) | -5 | -9 | i | 12 | -4 | -9 | -3 | -1 | -0.3

(cont.)
SMILES | Rin1 Abl inh | PABP1 MLLE inh | Rpn11 block | MT1-MMP act inh | E coli Lon inh | FAS TE block | MsrA act | CSN inh | MsrA inh
CC(=O)c1ccc(NC(=O)c2sc3nc(N4CCOCC4)c4c(c3c2N)CCCC4)cc1 | -10 | 14 | i | 2 | 10 | 18 | -8 | 2 | -0.2
CC1CCN(c2ccc([N+](=O)[O-])cc2C(=O)N2CCOCC2)CC1 | 1 | -18 | i | 1 | -6 | -2 | -6 | -1 | 2.1
CCOC(=O)c1c(/N=C/c2cc(C)ccc2O)sc2c1CCC2 | 2 | 3 | i | -5 | -16 | 4 | -13 | -9 | 0.4
COc1ccc(-c2nnc(SCC(=O)NC3CCCc4ccccc43)n2N)cc1 (stereo not given) | -1 | -44 | i | 1 | 4 | -14 | -2 | -8 | -0.5
COc1ccc(NC(=O)c2nc[nH]c2C(=O)N2CCC(C)CC2)cc1 | 0 | -4 | i | 12 | 6 | 2 | -1 | -5 | 0.4
CC(OC(=O)Cc1c[nH]c2ccccc12)C(=O)NC1CCCCC1C (stereo not given) | 3 | -14 | i | -4 | -11 | -3 | -3 | -1 | -0.6
NC(N)=Nc1nc(CSCC/C(N)=N/S(N)(=O)=O)cs1 | -4 | -47 | i | 2 | -3 | -3 | -1 | -1 | 0.5
CCN(CC)S(=O)(=O)c1ccc2[nH]cc(C(=O)NCCN3CCCCC3C)c(=O)c2c1 (stereo not given) | 4 | -95 | i | -2 | 2 | -6 | -9 | 0 | 0.1
COc1ccc(/C=N/NC(=O)c2ccc(Br)cc2)c(OC)c1 | 0 | 15 | i | 5 | 5 | 7 | -1 | 2 | 2.4
CCCSc1nc2cc(OC)c(OC)cc2c(=N)n1CCCN1CCOCC1 | -3 | -30 | i | 0 | -1 | -1 | -2 | 5 | 1.3
Cc1ccsc1C1C(C#N)=C(N)N(N(C)C)C2=C1C(=O)CC(C)(C)C2 (stereo not given) | 4 | 17 | i | -1 | -7 | 2 | -7 | 7 | -0.4
CN(C)Cc1cc(CCNC(=O)c2ccc(Cl)cc2)ccc1O | -1 | 10 | i | 1 | -1 | -6 | -1 | -3 | 0.6
